# High-throughput results (PubChem)
# Kir21 inh: blocks the mouse Kir2.1 inward-rectifier potassium channel; B-score at 10 µM; 0.85% of 310,000 active; HEK293-Kir2.1, FluxOR thallium flux fluorescence; hits give low values;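 active means fluorescence ratio B-score at or below minus 3 SD of library scores, with starting-brightness B-score within 2 SD, cut at about -4.2 in these data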;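 further: channel flux triggered by added potassium and thallium sulfate stimulus; B-score of peak minus minimum fluorescence over baseline after thallium stimulus; more negative B-score means stronger Kir2.1 block with less thallium influx; some compounds called inactive have numbers as strong as hits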
# Target sequence (P35561 whole entry, looked up): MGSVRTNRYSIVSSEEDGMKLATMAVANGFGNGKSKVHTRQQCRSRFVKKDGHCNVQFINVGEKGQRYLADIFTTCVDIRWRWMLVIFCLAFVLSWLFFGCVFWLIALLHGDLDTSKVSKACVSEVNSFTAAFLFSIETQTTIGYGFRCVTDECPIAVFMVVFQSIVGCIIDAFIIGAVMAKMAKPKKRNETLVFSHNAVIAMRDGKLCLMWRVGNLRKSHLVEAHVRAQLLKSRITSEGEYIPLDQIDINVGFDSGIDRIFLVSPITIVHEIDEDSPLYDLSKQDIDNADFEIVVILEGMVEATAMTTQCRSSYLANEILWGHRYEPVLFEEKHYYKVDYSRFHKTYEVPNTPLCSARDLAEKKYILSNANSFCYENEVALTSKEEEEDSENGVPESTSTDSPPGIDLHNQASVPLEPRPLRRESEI
# CHT block: human CHT choline transport inhibition; Q9GZV3; CHT-expressing cells, membrane potential dye, choline response; hits give low values; B-score at 10 µM; 0.86% of 310,000 active; AID 488975;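 active means B-score over 3 SD under the library average, and starting fluorescence ratio not unusually high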;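 further: choline stimulus applied at its EC90 after an EC20 pre-addition; B-score computed on integrated fluorescence ratio after choline addition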
# The depositor's hits bear a star; i = inactive; · = no result given; & = joins results of further samples. Not all compounds are listed; the hit share may differ from the screen's.
# The opening 2 records (preview)
(1) CCCC(=O)O[C@]1(C(=O)CCl)[C@@H](C)C[C@H]2[C@@H]3CCC4=CC(=O)C=C[C@]4(C)[C@@]3(F)C(=O)C[C@@]21C
(2) COc1ccc(C(=O)c2ccccc2)c(O)c1

assay / compound	1	2
Kir21 inh	2.58	-0.78
CHT block	i	i

# The whole of this part (from the top)
(1) CCCC(=O)O[C@]1(C(=O)CCl)[C@@H](C)C[C@H]2[C@@H]3CCC4=CC(=O)C=C[C@]4(C)[C@@]3(F)C(=O)C[C@@]21C
(2) COc1ccc(C(=O)c2ccccc2)c(O)c1
(3) CCCOc1ccc2nc(NC(=O)OC)[nH]c2c1
(4) CC(Cc1cccc(C(F)(F)F)c1)NCCOC(=O)c1ccccc1 (centres undefined)
(5) COc1ccc(-c2oc3c(CC=C(C)C)c(O[C@@H]4O[C@H](CO)[C@@H](O)[C@H](O)[C@H]4O)cc(O)c3c(=O)c2O[C@@H]2O[C@@H](C)[C@H](O)[C@@H](O)[C@H]2O)cc1
(6) CC(=O)OCC(=O)[C@@]1(O)CC[C@H]2[C@@H]3CCC4=CC(=O)C=C[C@]4(C)[C@@]3(F)[C@@H](O)C[C@@]21C
(7) CCC(C(=O)Nc1ccccc1N1CCCC1)c1ccccc1 (centres undefined)
(8) CN[C@@H]1[C@H](O)[C@H](NC)[C@H]2O[C@@]3(O)C(=O)C[C@@H](C)O[C@H]3O[C@@H]2[C@H]1O

assay / compound	1	2	3	4	5	6	7	8
Kir21 inh	2.58	-0.78	1.02	-1.51	1.57	·	-1.81	-0.52
CHT block	i	i	·	i	i	i	i	i

(9) COC(=O)N/N=C/c1c[n+]([O-])c2ccccc2[n+]1[O-]
(10) Cc1nc2c3ccccc3nc(NNC(=O)CCC(=O)N3CCN(c4ccccc4F)CC3)n2n1
(11) C=C[C@H]1CN2CC[C@H]1C[C@H]2[C@H](O)c1ccnc2ccc(OC)cc12
(12) CCN(CCCCOC(=O)c1ccc(OC)c(OC)c1)C(C)Cc1ccc(OC)cc1 (centres undefined)
(13) CC(C)(C)NCC(O)COc1cccc2c1C[C@H](O)[C@H](O)C2 (some centres undefined)
(14) CCCCN(CCCC)CCCOC(=O)c1ccc(N)cc1
(15) CC(C)NNC(=O)c1ccncc1
(16) COc1cc(N)c(Cl)cc1C(=O)N[C@H]1CCN(CCCOc2ccc(F)cc2)C[C@H]1OC

assay / compound	9	10	11	12	13	14	15	16
Kir21 inh	0.03	-0.36	-0.01&-0.71	-0.67	1.7	0.99	0.68	·
CHT block	i	i	i	i	i	i	i	i

(17) Nc1c2ccccc2nc2ccccc12
(18) CC(=O)Oc1ccc2c(C)cc(=O)oc2c1
(19) O=C(Nc1cc(-c2ccccc2)nn1-c1ccccc1F)c1ccc([N+](=O)[O-])cc1
(20) C[C@H](CCC(=O)O)[C@H]1CC[C@H]2[C@@H]3[C@H](O)C[C@@H]4C[C@H](O)CC[C@]4(C)[C@H]3CC[C@]12C
(21) O=C(NC1CCN(CCc2c[nH]c3ccccc23)CC1)c1ccccc1
(22) CCc1ccccc1OC[C@@H](O)CN[C@H]1CCCc2ccccc21
(23) COc1cc(C2Oc3cc(C4Oc5cc(O)cc(O)c5C(=O)C4O)ccc3OC2CO)ccc1O (centres undefined)
(24) O=C(O)c1cc(=O)c2ccccc2o1

assay / compound	17	18	19	20	21	22	23	24
Kir21 inh	0.95&0.78	·	·	·	-0.5	·	0.58	-0.81
CHT block	i	i	i	i	i	i	i	i

(25) C=C[C@H]1CN2CCC1C[C@H]2[C@H](O)c1ccnc2ccc(OC)cc12 (some centres undefined)
(26) CN(C)CC/C=C1/c2ccccc2COc2ccc(CC(=O)O)cc21
(27) C[C@@H]1C[C@H]2[C@@H]3CCC4=CC(=O)C=C[C@]4(C)[C@@]3(Cl)[C@@H](O)C[C@]2(C)[C@@]1(OC(=O)c1ccco1)C(=O)CCl
(28) CN(C)S(=O)(=O)n1cc(/C=C(\NC(=O)c2ccccc2)C(=O)NCCCn2ccnc2)c2ccccc21
(29) CCCC1(c2ccccc2)NC(=O)N(CC(=O)N(C)Cc2c(F)cccc2Cl)C1=O (centres undefined)
(30) O=C1c2c(O)ccc(O)c2C(=O)c2c(NCCNCCO)ccc(NCCNCCO)c21
(31) CC(C)(C)NCC(O)COc1cccc2c1CC(O)C(O)C2 (centres undefined)
(32) CC[C@]12CCCN3CCc4c(n(c5ccccc45)[C@](O)(C(=O)OC)C1)[C@@H]32

assay / compound	25	26	27	28	29	30	31	32
Kir21 inh	0.47	-0.55	·	0.38	0.67	·	·	·
CHT block	i	i	i	i	i	i	i	i

# In a second layout: entries from further up.
# Below each compound: Kir21 inh	CHT block
19	O=C(Nc1cc(-c2ccccc2)nn1-c1ccccc1F)c1ccc([N+](=O)[O-])cc1
  ·	i
20	C[C@H](CCC(=O)O)[C@H]1CC[C@H]2[C@@H]3[C@H](O)C[C@@H]4C[C@H](O)CC[C@]4(C)[C@H]3CC[C@]12C
  ·	i
21	O=C(NC1CCN(CCc2c[nH]c3ccccc23)CC1)c1ccccc1
  -0.5	i
22	CCc1ccccc1OC[C@@H](O)CN[C@H]1CCCc2ccccc21
  ·	i
23	COc1cc(C2Oc3cc(C4Oc5cc(O)cc(O)c5C(=O)C4O)ccc3OC2CO)ccc1O (centres undefined)
  0.58	i
24	O=C(O)c1cc(=O)c2ccccc2o1
  -0.81	i
25	C=C[C@H]1CN2CCC1C[C@H]2[C@H](O)c1ccnc2ccc(OC)cc12 (some centres undefined)
  0.47	i
26	CN(C)CC/C=C1/c2ccccc2COc2ccc(CC(=O)O)cc21
  -0.55	i
27	C[C@@H]1C[C@H]2[C@@H]3CCC4=CC(=O)C=C[C@]4(C)[C@@]3(Cl)[C@@H](O)C[C@]2(C)[C@@]1(OC(=O)c1ccco1)C(=O)CCl
  ·	i
28	CN(C)S(=O)(=O)n1cc(/C=C(\NC(=O)c2ccccc2)C(=O)NCCCn2ccnc2)c2ccccc21
  0.38	i
29	CCCC1(c2ccccc2)NC(=O)N(CC(=O)N(C)Cc2c(F)cccc2Cl)C1=O (centres undefined)
  0.67	i

# Remaining list, next part.
(33) CCCOc1ccc(C(=O)OCCN(CC)CC)cc1N
(34) Cc1scc2c1N(C(=O)CN1CCN(C)CC1)c1ccccc1NC2=O
(35) Cc1cc(=O)oc2cc(O)ccc12
(36) Cc1c(C)n(Cc2ccccc2)c2ccc(C(=O)OCCN(C)C)cc12
(37) O=C(O)Cc1cn(-c2ccccc2)nc1-c1ccc(Cl)cc1
(38) CCc1cccc(CC)c1NC(=O)CN(CC(=O)O)CC(=O)O
(39) CN(C)CCCSc1ccccc1NC(=O)/C=C/c1ccccc1
(40) CCCCOc1cc(C(=O)OCCN(CC)CC)ccc1N

assay / compound	33	34	35	36	37	38	39	40
Kir21 inh	-0.01	0.96	2.43	-9.48*	-0.06	·	0.28	-1.32
CHT block	i	i	i	i	i	i	i	i

(41) Cn1ccc2cc3c(cc21)CCN3C(=O)Nc1cccnc1
(42) CCCC(=O)O[C@]1(C(=O)COC(C)=O)CC[C@H]2[C@@H]3C[C@H](F)C4=CC(=O)C=C[C@]4(C)[C@@]3(F)[C@@H](O)C[C@@]21C
(43) O=C(c1ccccn1)N(Cc1cccs1)C1(C(=O)NC2CCCCC2)CCCCC1
(44) C/C(=N\NC(=S)NCc1ccccc1)C1CCCCC1
(45) CCCCCCCCCCCCCCCC(O)C(N)CO (centres undefined)

assay / compound	41	42	43	44	45
Kir21 inh	·	-1	0.8	-0.01	1.08
CHT block	i	-5.04*	i	i	i
